Screens as filed in PubChem BioAssay.
SV40 large T antigen: SV40 large T antigen inhibitors, biochemical (AID 1903); SV40 large T antigen ATPase/helicase inhibition assay; higher % means a stronger effect; inhibition, % at 20 µM; hits with a dose series show IC50 in µM; actives 0.39% (n = 310,000); in the data active = a potency from the dose series; also: strong numbers were not always called active
SIAH1 antagonists: Siah-1 peptide-binding antagonists, primary screen, biochemical, fluorescence polarization, rhodamine-plectin, uHTS (AID 1817); E3 ubiquitin-protein ligase SIAH1 (Homo sapiens); Siah-1 / rhodamine-plectin peptide fluorescence polarization; higher % means a stronger effect; displacement, % at 20 µM, or IC50 in µM where a hit was titrated; actives 0.02% (n = 290,000);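 active = displacement of at least 50% at 20 µM, with a fluorescence ratio check between 0.3 and a set limit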;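 also: plate controls were Siah plus tracer with DMSO for no effect and tracer alone without Siah for full effect; strong numbers were not always called active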
AID2073: inhibitors of Mint1-CaV2.2 protein interaction, biochemical, HTRF (AID 2073). Voltage-dependent N-type calcium channel subunit alpha-1B (Homo sapiens). HTRF protein-protein interaction, Mint1-CaV2.2; higher % means a stronger effect. inhibition, % at 20 µM, or IC50 in µM where a hit was titrated. actives 0.19% (n = 290,000); in the data active = inhibition mostly above about 51%, no sharp cut-off; also: some results filed as inactive read as strong as hits
LYP inhibition: inhibitors of LYP phosphatase, biochemical, fluorescence intensity, uHTS (AID 1779); Tyrosine-protein phosphatase non-receptor type 22 (Homo sapiens); recombinant LYP phosphatase, fluorescence intensity; higher % means a stronger effect; one-dose inhibition, % at 11.5 µM; IC50 in µM for titrated hits; actives 0.054% (n = 290,000); in the data active = inhibition above about 50%;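 also: plate controls were vehicle with enzyme for no effect and no enzyme for full effect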
XIAP displacement: XIAP antagonists, biochemical, IAP family, fluorescence polarization (AID 1018); E3 ubiquitin-protein ligase XIAP (Homo sapiens); XIAP BIR domain, fluorescence polarization peptide displacement; higher % means a stronger effect; one-dose displacement, % at 20 µM; IC50 in µM for titrated hits; actives 0.007% (n = 200,000); in the data active = displacement above about 50%; also: a part of the inactive calls stands beside numbers as strong as those of hits
NS5 inhibitors: Dengue-2 NS5 methyltransferase inhibitors, primary screen, biochemical, confirmation dose response (AID 588689); Genome polyprotein (Dengue virus type 2 (strain 16681-PDK53)); Dengue-2 NS5 methyltransferase capping enzyme assay, biochemical; higher % means a stronger effect; inhibition, % at 25 µM; hits with a dose series show IC50 in µM; actives 0.3% (n = 340,000); in the data active = a potency from the dose series
Rac1 GTP hydrolysis: MgcRacGAP GTPase-activating activity inhibitors, confirmation, biochemical, ADP Hunter fluorescence; MgcRacGAP-stimulated Rac1 GTP hydrolysis, ADP Hunter fluorescence; higher % means a stronger effect; GST-tagged Rac1 F28L mutant substrate; inhibition, % at 30 µM; hits with a dose series show IC50 in µM; actives 0.6% (n = 340,000);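 active = first-screen hits whose inhibition reached a set limit at any dose in the follow-up dose series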;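 also: fluorescence reports GDP produced by GAP-driven GTP hydrolysis; strong numbers were not always called active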
HIV peptide binding: inhibitors of HIV fusion peptide binding, primary screen, biochemical, uHTS, fluorescence dequenching (AID 1986). cell-free peptide binding, fluorescence dequenching, 30 min; higher % means a stronger effect. one-dose inhibition, % at 20 µM; IC50 in µM for titrated hits. actives 0.3% (n = 290,000); in the data active = inhibition mostly above about 52%, no sharp cut-off; inactive = mostly below about 76%; also: some results filed as inactive read as strong as hits
RSV CPE inhibition: RSV antiviral activity via CPE protection, HEp-2 cells, primary 10 µM value included (AID 2391); HEp-2 cells, RSV-induced CPE inhibition; higher % means a stronger effect; CPE inhibition, % at 10 µM; hits with a dose series show IC50 in µM; actives 0.13% (n = 310,000); in the data active = a potency from the dose series; also: strong numbers were not always called active
NS5 inhibitors pilot replicate: also measured in NS5 inhibitors; calls as there; inhibition, %; measured here: pilot screen replicate inhibition
Starred values were filed as active, the others as inactive; · = no result given.

SMILES | SV40 large T antigen | SIAH1 antagonists | AID2073 | LYP inhibition | XIAP displacement | NS5 inhibitors | Rac1 GTP hydrolysis | HIV peptide binding | RSV CPE inhibition | others
S=C1SCN(CC2CC2)CN1CC1CC1 | 25% | -2% | -9% | -8% | · | -6% | 15% | -0.9% | ·
COc1ccc(/C=N/NC(=O)c2ccc(=O)n(C)c2)cc1OC | 4% | -1% | -2% | 0% | 0.7% | -13% | 11% | -1.4% | 1.5%
CCCCOc1ccccc1-c1cc(C(=O)O)[nH]n1 | 17% | 1% | -1% | -4% | -5.5% | -1% | 9% | -0.3% | 0.3%
CC1=C(C(=O)Nc2ccc(C)cc2)C(c2ccc(N(C)C)cc2)NC(=O)N1 (stereo not drawn) | 1% | 10% | 8% | -9% | -7.6% | -6% | 1% | -0.8% | 0.3%
O=C(CCCCCNC(=O)N1CCn2c1nc1ccccc12)NCc1ccc(Cl)cc1 | 20% | 6% | 4% | -1% | · | -4% | 11% | 0.4% | 5.4%
CC(C)(C)C(=O)Nc1nnc(SCC(=O)NC2CCCCC2)s1 | 2% | -3% | 9% | -8% | · | -7% | 4% | -1.9% | 1.2%
O=c1c2ccccc2nc(-c2ccccc2)n1/N=C/c1ccc([N+](=O)[O-])cc1 | -1% | 6% | 15% | -3% | -9.5% | 1% | 6% | -0.2% | 1.1%
O=C(COc1ncnc2cc([N+](=O)[O-])ccc12)NCc1ccc2c(c1)OCO2 | 16% | -2% | 19% | 2% | -8.0% | -1% | 9% | 1.6% | 2.2%
CCC1C(=O)N=C(SCC(=O)Nc2ccc(Br)cn2)NC1=O (stereo not drawn) | 0% | -2% | -8% | 4% | -1.7% | 3% | 2% | 1.4% | 0.2%
O=C(Nc1cc2c3c(c1)CC(=O)N3CCC2)c1ccc(F)cc1 | 14% | · | · | · | · | -8% | 5% | · | -1.7%
CC(=O)c1ccc(OCC(O)CN2C(C)CCCC2C)cc1 (stereo not drawn) | 9% | 9% | -9% | -3% | 0.9% | -1% | 9% | 1.7% | 0.2%
CC(=O)N1CCc2cc(S(=O)(=O)N3CCc4ccccc4C3)ccc21 | 10% | 4% | 6% | -9% | -4.7% | 2% | 10% | 0.0% | 21%
O=C(COC(=O)c1ccco1)NCc1ccccc1Cl | 14% | 2% | -1% | -2% | -4.4% | 3% | 3% | -1.0% | -0.6%
O=C(CC(SCCO)c1ccc2c(c1)OCO2)c1cccs1 (stereo not drawn) | -7% | -3% | 7% | -8% | -1.5% | -3% | 3% | 3.5% | 1.8%
Cc1ccc(CC2(O)CC(C)N(C)CC2C)c(C)c1 (stereo not drawn) | 12% | 1% | 29% | -4% | -3.3% | -8% | -3% | 1.7% | 1.6%
COc1ccccc1-n1ccnc(SCC(=O)NC2CCCCC2)c1=O | 24% | · | · | · | · | -2% | 7% | · | -0.3%
COc1ccccc1Oc1ccc(NC(=O)c2ccccc2C)cc1 | 9% | 1% | -6% | 0% | -0.7% | 4% | -13% | 2.3% | 0.6%
CC(=O)N1CCC(=NNc2ccc(S(=O)(=O)N3CCOCC3)cc2[N+](=O)[O-])CC1 | 5% | -2% | -1% | -3% | -4.5% | 0% | 7% | -0.6% | 1.8%
COc1ccc(Br)cc1/C=N/Nc1ccccn1 | 13% | 3% | 4% | -11% | · | -3% | 1% | 0.2% | 2.2%
Cc1ccc(S(=O)(=O)N2CCCC2C(=O)N(C)Cc2cccs2)cc1 (stereo not drawn) | 6% | -3% | -6% | -4% | -10% | -1% | 1% | -4.5% | 1.5%
CC1CCN(CCNC(=S)Nc2ccc(Cl)cc2)CC1 | 11% | 0% | -26% | 0% | 2.0% | -5% | 6% | 0.5% | 0.6%
O=c1c2ccc([N+](=O)[O-])c3cccc(c32)c2nc3ccccc3n12 | -1% | 2% | 2% | -3% | -3.0% | · | · | 10% | 2.9%
CC(C)CC(=O)Nc1ccc(Oc2ccc3c(c2)C(=O)NC3=O)cc1 | 25% | 6% | -2% | -6% | · | 2% | 7% | -0.6% | 3.3% | NS5 inhibitors pilot replicate=0.0
CC1CCCCN1C(=O)c1ccc(C(=O)N2CCCCC2C)cc1 (stereo not drawn) | 5% | 4% | -5% | -8% | -2.2% | 3% | -2% | 34% | -0.9%
CCn1c2ccccc2c2cnc(N=CN(C)C)c(C#N)c21 | 4% | 4% | 4% | -6% | 0.8% | 1% | 9% | -2.0% | 39%

Compounds above containing a nitro group on carbon (four):
SMILES | SV40 large T antigen | SIAH1 antagonists | AID2073 | LYP inhibition | XIAP displacement | NS5 inhibitors | Rac1 GTP hydrolysis | HIV peptide binding | RSV CPE inhibition | others
O=c1c2ccccc2nc(-c2ccccc2)n1/N=C/c1ccc([N+](=O)[O-])cc1 | -1% | 6% | 15% | -3% | -9.5% | 1% | 6% | -0.2% | 1.1%
O=C(COc1ncnc2cc([N+](=O)[O-])ccc12)NCc1ccc2c(c1)OCO2 | 16% | -2% | 19% | 2% | -8.0% | -1% | 9% | 1.6% | 2.2%
CC(=O)N1CCC(=NNc2ccc(S(=O)(=O)N3CCOCC3)cc2[N+](=O)[O-])CC1 | 5% | -2% | -1% | -3% | -4.5% | 0% | 7% | -0.6% | 1.8%
O=c1c2ccc([N+](=O)[O-])c3cccc(c32)c2nc3ccccc3n12 | -1% | 2% | 2% | -3% | -3.0% | · | · | 10% | 2.9%

The results go on:
SMILES | SV40 large T antigen | SIAH1 antagonists | AID2073 | LYP inhibition | XIAP displacement | NS5 inhibitors | Rac1 GTP hydrolysis | HIV peptide binding | RSV CPE inhibition | others
COc1ccc(CNC(=O)C2CCC(CNS(=O)(=O)c3cccs3)CC2)cc1 (stereo not drawn) | 10% | -1% | 38% | -9% | · | 2% | 4% | 1.2% | 6.0%
COc1ccc(S(=O)(=O)N2CCCC2)cc1C(=O)N1CCOCC1 | 5% | -7% | 15% | -8% | -5.9% | -7% | 7% | -0.1% | 1.4%
O=C(/C=C/c1cccc(F)c1)NCc1ccc2c(c1)OCO2 | 9% | 2% | -11% | -3% | · | -5% | 8% | -0.2% | 0.9%
O=C(CCCN=C1NS(=O)(=O)c2ccccc21)OCC(=O)c1ccccc1Cl | 7% | · | · | · | · | -4% | 5% | · | 0.0%
NS(=O)(=O)c1ccc(NC(=O)COC(=O)c2cn(-c3ccccc3)nc2-c2ccccc2)cc1 | 17% | 15% | 32% | -9% | · | -5% | 7% | 0.7% | 0.1%
OCC1N=C(c2ccccn2)OC1c1ccccc1 (stereo not drawn) | 9% | 0% | -3% | -2% | -1.1% | -2% | 8% | 2.5% | 0.4%
Cc1ccsc1C(=O)OCC(=O)NCc1ccc2c(c1)OCO2 | 20% | -2% | 8% | -6% | -3.7% | 6% | 6% | -5.4% | -0.3%
Cn1c(SCC(=O)Nc2cccc(S(=O)(=O)N3CCOCC3)c2)nnc1-c1ccncc1 | 4% | -1% | 1% | -6% | -1.8% | 2% | 9% | -0.8% | -0.1%
CCOC(=O)C1CCCN(C(=O)c2cn(C)c(=O)c3cc(OC)c(OC)cc23)C1 (stereo not drawn) | 12% | 1% | 16% | -4% | -2.4% | -6% | 8% | 2.4% | 1.6%
CCN1C(=O)/C(=C\N2CCOCC2)SC1=S | 5% | -8% | 13% | -15% | -6.4% | -4% | 5% | -0.4% | 2.2%
CCOc1ccc(CCNC(=O)Cc2ccc(NC3=NC4CS(=O)(=O)CC4S3)cc2)cc1 (stereo not drawn) | 10% | -1% | 6% | -10% | · | 1% | 10% | 0.3% | 1.0%
COCC(=O)N(CCc1ccc(OC)c(OC)c1)Cc1nc2ccccc2c(=O)[nH]1 | 2% | -3% | -6% | 0% | -7.3% | -5% | 4% | -2.0% | 3.0%
O=C(Oc1ccc2c(=O)c(Oc3ccc4ccccc4c3)coc2c1)c1ccco1 | -1% | 3% | 18% | -2% | -5.4% | -1% | 17% | 15% | 20%
CCCCN(C(=O)CCC(=O)Nc1cc(C)on1)C(C(=O)NC1CCCC1)c1ccc(OC)cc1 (stereo not drawn) | 24% | 3% | -13% | -7% | · | 2% | 12% | 0.5% | 3.2%
COc1ccc(-n2nc(C(=O)NCC(=O)N3CCN(c4ccccc4)CC3)c3ccccc3c2=O)c(OC)c1 | -1% | -5% | 12% | -6% | · | -10% | 3% | 0.1% | 2.5%
COCCNC(=S)N1CCC(C(=O)c2ccc(C)cc2)CC1 | 10% | -1% | -6% | -11% | · | -8% | -4% | -0.6% | 3.8%
CSc1ccc(CN2CCN(C(=O)CC(C)C)CC2)cc1 | 7% | 0% | -7% | -12% | · | -6% | 31% | 1.4% | 11%
COc1ccc(N(C)S(=O)(=O)c2cccc(C(=O)NCc3ccc4c(c3)OCO4)c2)cc1 | 9% | -1% | 6% | 4% | -4.2% | · | 5% | 1.5% | 2.4%
CCOc1ccc(OCCCC(=O)N2CCN(S(=O)(=O)c3ccc(Cl)cc3)CC2)cc1 | 30% | · | · | · | · | -1% | 3% | · | 5.7%
COc1ccc(-c2[nH]ncc2CNCC(C)(C)N2CCOCC2)cc1F | 5% | 2% | 5% | -4% | -5.3% | 2% | 6% | 3.2% | 1.0%
Cc1ccc(C)c(OCCCC(=O)Nc2ccc(N3CCOCC3)cc2)c1 | 5% | 4% | -4% | -2% | 0.6% | · | · | -0.2% | ·
COC(=O)C(c1cc(OC)c(O)c(OC)c1)(N1CCNC(C)C1)C(F)(F)F (stereo not drawn) | 6% | -1% | -6% | -2% | -3.3% | -8% | 3% | -0.7% | -0.4%
Nc1nc(-c2cccc(Br)c2)cs1 | 18% | -2% | -14% | -5% | -8.0% | -4% | 21% | 0.2% | 3.2%
Cc1oc(C(=O)O)cc1COc1ccc2c3c(c(=O)oc2c1)CCC3 | 15% | -3% | 16% | -5% | -4.4% | -1% | 5% | 2.4% | -0.2% | NS5 inhibitors pilot replicate=-0.5
Cc1ccc(S(=O)(=O)NCC(=O)N(CC(=O)NC(C)(C)C)Cc2cccs2)cc1 | 12% | -1% | -3% | 1% | -3.6% | -8% | 7% | -0.9% | -0.3% | NS5 inhibitors pilot replicate=-1.8

A portion from further up:
SMILES | SV40 large T antigen | SIAH1 antagonists | AID2073 | LYP inhibition | XIAP displacement | NS5 inhibitors | Rac1 GTP hydrolysis | HIV peptide binding | RSV CPE inhibition | others
COc1ccc(CNC(=O)C2CCC(CNS(=O)(=O)c3cccs3)CC2)cc1 (stereo not drawn) | 10% | -1% | 38% | -9% | · | 2% | 4% | 1.2% | 6.0%
COc1ccc(S(=O)(=O)N2CCCC2)cc1C(=O)N1CCOCC1 | 5% | -7% | 15% | -8% | -5.9% | -7% | 7% | -0.1% | 1.4%
O=C(/C=C/c1cccc(F)c1)NCc1ccc2c(c1)OCO2 | 9% | 2% | -11% | -3% | · | -5% | 8% | -0.2% | 0.9%
O=C(CCCN=C1NS(=O)(=O)c2ccccc21)OCC(=O)c1ccccc1Cl | 7% | · | · | · | · | -4% | 5% | · | 0.0%
NS(=O)(=O)c1ccc(NC(=O)COC(=O)c2cn(-c3ccccc3)nc2-c2ccccc2)cc1 | 17% | 15% | 32% | -9% | · | -5% | 7% | 0.7% | 0.1%
